Screening results as filed in PubChem.
NF-kB expr up: activators of NF-kB expression in neurons, primary screen, cell-based, HTS | human neuronal cells, NF-kB reporter expression; hits give high values | fold change at 12.5 µM | 190,000 tested, 1.6% active; in the data active = fold change above about 3.3
FLuc stim CS: FLuc activators, initial screening, artefact control for FLuc-dependent activation tests, biochemical, ATPlite luminescence | ATPlite luciferase biochemical, 10 min; 0 = ATP-free wells, 1 = DMSO control | activation factor at 10 µM | 200,000 tested, under 10 active | AID 1027, 2008;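 active = luciferase activation factor, scaled between plate controls, of at least 2 with compound at 10 µM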
Target sequence (P08659 whole entry, looked up): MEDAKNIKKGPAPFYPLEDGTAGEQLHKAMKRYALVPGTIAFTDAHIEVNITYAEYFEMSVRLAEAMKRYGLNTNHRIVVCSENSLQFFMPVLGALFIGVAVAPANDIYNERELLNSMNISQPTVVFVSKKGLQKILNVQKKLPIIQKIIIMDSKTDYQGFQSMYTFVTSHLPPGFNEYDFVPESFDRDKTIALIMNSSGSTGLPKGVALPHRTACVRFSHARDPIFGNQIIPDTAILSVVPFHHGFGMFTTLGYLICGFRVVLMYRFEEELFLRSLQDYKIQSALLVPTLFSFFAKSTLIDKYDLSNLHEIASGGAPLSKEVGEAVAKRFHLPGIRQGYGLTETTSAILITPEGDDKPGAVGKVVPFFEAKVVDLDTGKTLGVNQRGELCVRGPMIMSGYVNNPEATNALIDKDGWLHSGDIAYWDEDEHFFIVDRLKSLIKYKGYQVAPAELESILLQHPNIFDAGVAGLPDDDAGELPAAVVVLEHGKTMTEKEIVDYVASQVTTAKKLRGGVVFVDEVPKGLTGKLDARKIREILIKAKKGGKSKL
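Material: luciferase plus luciferin reagent, cell-free. Medium: PBS buffer for ATP. Also added: ATP substrate, dispensed from a 10.24 µM working solution in PBS. Doses: test compounds dosed from 2 mM stocks in 100% DMSO. Incubation: 10 min post-reagent at room temperature. Technique: light output (luminescence). Read-out basis: luminescence gain marking luciferase activators.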
STAT1 inh: STAT1 signaling inhibitors, primary screen, cell-based, HTS, luciferase reporter. 200,000 tested, 0.35% active. AID 920, 2007. NIH 3T3 STAT1-luciferase reporter, IFN-gamma, luminescence. inhibition, % at 5.5 µM;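 active = inhibition above a set limit, the mean inhibition across all tested compounds plus 3 SD, cut at about 34% in these data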;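 note: 0% = IFN-gamma with DMSO and 100% = IFN-gamma with 300 µM nifuroxazide; values of inactives mirror those of a sister screen read the other way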
STAT3 inh: IL-6 driven STAT3 reporter inhibitors, primary screen, U3A cells, luciferase, luminescence, MLSCN library; IL-6 STAT3-luciferase reporter; host cell line lacks STAT1; inhibition, % at 5.5 µM; 190,000 tested, 0.89% active;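 active = inhibition above the mean inhibition across all screened compounds plus 3 SD, cut at about 44% in these data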;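 note: 0% = DMSO only wells and 100% = 100 µM nifuroxazide control wells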
APP 5'UTR act: activators of APP 5'UTR luciferase reporter, primary screen, SH-SY5Y cells. SH-SY5Y APP 5'UTR luciferase reporter, luminescence; zero percent = DMSO vehicle wells. activation, % at 2 µM. 190,000 tested, 1% active. AID 1276, 2008;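 active = activation above a set limit, based on mean plus 3 SD of controls, cut at about 140% in these data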; note: values of inactives mirror those of a sister screen read the other way
FLuc inhib CS: firefly luciferase enzyme inhibitors, primary screen, artefact control for luciferase-based inhibitor screens, biochemical, luminescence, ATPLite | AID 1006, 2008 | 10 min | 200,000 tested, 1.5% active | inhibition, % at 10 µM | Luciferin 4-monooxygenase (Photinus pyralis), P08659;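 active = inhibition above about 50% when tested at 10 µM, limit read from the data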
ROMK mod: ROMK potassium channel modulators, primary screen, cell-based, thallium flux, MLSMR library | ATP-sensitive inward rectifier potassium channel 1 (Homo sapiens), P48048 | B-score at 10 µM | 130,000 tested, 2% active | Tet-inducible ROMK, thallium flux fluorescence; actives lie on both sides | AID 1918, 2009;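 active = signal ratio slope over the read window, or its plate-corrected B-score, at least 3 SD from the plate mean, either direction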;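 note: B-score of the F/F0 ratio slope over 7 to 12 s after thallium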
Target sequence (P48048 whole entry, looked up): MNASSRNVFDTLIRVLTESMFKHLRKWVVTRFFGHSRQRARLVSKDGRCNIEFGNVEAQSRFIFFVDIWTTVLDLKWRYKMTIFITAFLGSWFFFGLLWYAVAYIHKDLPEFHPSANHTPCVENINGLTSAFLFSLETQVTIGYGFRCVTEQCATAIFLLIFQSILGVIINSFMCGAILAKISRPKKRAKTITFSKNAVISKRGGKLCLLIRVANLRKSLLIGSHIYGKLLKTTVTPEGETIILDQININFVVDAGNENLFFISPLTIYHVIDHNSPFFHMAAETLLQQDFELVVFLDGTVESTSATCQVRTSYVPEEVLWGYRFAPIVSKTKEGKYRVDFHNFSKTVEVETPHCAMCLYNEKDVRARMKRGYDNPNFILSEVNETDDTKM
STAT3 act: IL-6 driven STAT3 reporter potentiators, primary screen, U3A cells, luciferase, luminescence, MLSCN library; IL-6 STAT3-luciferase reporter; 100% = signal with IL-6 EC80 alone; activation (% of control), % at 5.6 µM; 190,000 tested, 0.91% active;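 active = activation above the screen-wide mean of compound activation plus 3 SD, cut at about 130% in these data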;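 note: 0% = background luminescence of wells with medium and substrate only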
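Material: human STAT1-deficient U3A cells with stable STAT3-luciferase reporter / Probe or stimulus: IL-6 stimulus at 33 ng/mL final / Schedule: 1 h compound pre-exposure, 6 h IL-6 stimulation, 37 °C / Technique: luminescence / Read-out basis: percent of IL-6-only median luminescence / Control set: IL-6-only high control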
STAT1 act: STAT1 signaling activators, primary screen, cell-based, HTS, luciferase reporter; activation (% of control), % at 5.5 µM; NIH 3T3 STAT1-luciferase reporter, IFN-gamma, luminescence; 100% = IFN-gamma alone, no compound; 200,000 tested, 2.6% active; AID 932, 2007;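 active = activation above the screen-wide mean activation plus 3 SD, cut at about 130% in these data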;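 note: raw ratio to IFN-gamma control signal so 100% means no change and 0% no light; values of inactives mirror those of a sister screen read the other way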
APP 5UTR inh: inhibitors of APP translation via 5'UTR reporter, primary screen, APP 5'UTR luciferase, SH-SY5Y cells | SH-SY5Y APP 5'UTR-luciferase reporter, luminescence | inhibition, % at 2 µM | 190,000 tested, 0.82% active | AID 1285, 2008;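 active = inhibition above a set limit, derived from the sample mean plus 3 SD, cut at about 45% in these data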; note: values of inactives mirror those of a sister screen read the other way
Active calls of the source: *; · = no result given.

SMILES | NF-kB expr up | FLuc stim CS | STAT1 inh | STAT3 inh | APP 5'UTR act | FLuc inhib CS | ROMK mod | STAT3 act | STAT1 act | APP 5UTR inh
CC(=NCc1ccco1)c1c(O)n(C2CCCCC2)c(=O)[nH]c1=O | 0.94 | 1.1 | -4.3 | 7.5 | -7.9 | -5.0 | -2.82* | 96.2 | 103.9 | 7.9
COC(=O)CC(=O)CSc1nc(C)cc(C)c1C#N | 1.08 | 1 | -4.6 | 13.1 | 11.8 | -2.2 | · | 94.1 | 104.2 | -11.8
O=[N+]([O-])c1ccc(O)c(/C=N/Nc2nc3ccccc3[nH]2)c1 | 1.38 | 0.9 | -10.6 | 28.6 | -81.0 | 6.6 | -0.485 | 77.9 | 109.6 | 81.0*
Cc1ccccc1NC(=O)c1cccc(S(=O)(=O)Oc2ccc([N+](=O)[O-])cc2)c1 | 1.18 | 1 | 3.3 | 5.9 | -4.4 | -4.3 | · | 99.2 | 97.0 | 4.4
O=C(NCCCN1CCOCC1)C(=O)N/N=C/c1ccccc1 | 1.18 | 1 | 4.2 | 26.4 | 0.7 | 0.1 | -1.82 | 79.9 | 96.2 | -0.7
Cc1nc2ccccc2c(=O)n1NC(=O)/C=C/c1ccccc1Cl | 0.9 | 1 | 10.9 | 2.6 | -0.9 | -3.8 | -0.554 | 96.0 | 90.3 | 0.9
O=C(CC(c1ccco1)S(=O)(=O)c1ccccc1)c1ccccc1 (configuration not stated) | 1.93 | 0.7 | -2.0 | 12.3 | 19.6 | 26.5 | -0.418 | 93.6 | 103.5 | -19.6
Cc1ccc2c(c1)c(C)c(C)n2CC(O)CN1CCOCC1 (configuration not stated) | 1.2 | 1 | -1.4 | -3.7 | 3.9 | -3.2 | · | 105.8 | 101.2 | -3.9
CCOC(=O)CN(C(=O)CSc1nnc(CNc2ccc(F)cc2)n1CC)c1ccc(F)cc1 | 0.9 | 1.1 | 9.3 | 0.2 | -14.3 | -6.0 | -1.37 | 99.9 | 90.6 | 14.3
Cc1nn(Cc2ccc([N+](=O)[O-])cc2)c(=O)n1-c1ccccc1Cl | 1.07 | 1 | -4.1 | 2.1 | 9.0 | -2.1 | 0.0599 | 101.5 | 103.5 | -9.0
CCCNS(=O)(=O)c1ccc(CCC(=O)N2CCC(C)CC2)cc1 | 0.98 | 1 | 9.1 | 0.9 | 23.8 | -2.2 | 0.467 | 106.0 | 91.6 | -23.8
CCCc1c(C)c2c(C)[nH]nc2oc1=O | 1.21 | 1.1 | 1.3 | -10.9 | -0.8 | -7.1 | · | 111.1 | 98.9 | 0.8
CN(C)N1C(=O)CC(N2CCCCC2)C1=O (configuration not stated) | 0.94 | 1.1 | 0.0 | 8.9 | -0.4 | -11.0 | 0.602 | 102.7 | 99.3 | 0.4
CCOC(CNC(=O)c1ccc2c(c1)ncn2-c1cccc(F)c1)OCC | 1.06 | 1.1 | -8.5 | 20.2 | 4.8 | -6.9 | · | 86.0 | 106.8 | -4.8
Cc1cc(C)cc(NC(=O)CCN2CC(C)OC(C)C2)c1 (configuration not stated) | 1.23 | 1 | -7.0 | -0.8 | -6.5 | -3.2 | 0.575 | 105.0 | 106.3 | 6.5
CCOc1ccc(N(CC(=O)Nc2ccc(F)c(F)c2)S(=O)(=O)c2c(C)noc2C)cc1 | 1.02 | 1 | 6.9 | 1.0 | 3.0 | -3.0 | · | 99.3 | 94.4 | -3.0
CCN(C(=O)COC(=O)c1cc2ccccc2cc1O)C1CCS(=O)(=O)C1 (configuration not stated) | 1.51 | 1 | 2.0 | 4.8 | -0.2 | -1.2 | · | 99.5 | 98.2 | 0.2
O=C(COC(=O)c1cccnc1)Nc1cccc(Cl)c1 | 1.12 | 1.1 | -3.6 | 0.9 | -0.9 | -5.5 | · | 104.1 | 103.3 | 0.9
O=Cc1ccccc1-n1cccn1 | 1.05 | 1.1 | 4.5 | 15.3 | -1.7 | -7.6 | 0.339 | 91.2 | 95.4 | 1.7
COC(=O)/C(=C\c1ccc2c(c1)c1ccccc1n2C)NC(=O)c1ccccc1 | 0.59 | 1.1 | -9.3 | -0.8 | 7.6 | -6.6 | · | 99.8 | 108.3 | -7.6
Cc1cccc(-n2c(=O)[nH]c3c(C(N)=O)nc(-c4ccccc4Cl)nc32)c1 | 1.17 | 1 | -18.7 | -7.2 | 1.9 | -2.9 | · | 106.0 | 118.5 | -1.9
CCC(=O)c1coc2ccc(O)cc12 | · | · | 0.9 | 0.3 | -0.5 | · | -0.429 | 102.9 | 99.2 | 0.5
Cc1ccccc1NC(C)C(=O)N/N=C/c1c[nH]c2ccccc12 (configuration not stated) | 1.06 | 1.1 | -3.4 | -9.7 | -16.1 | -6.3 | -0.769 | 110.3 | 101.6 | 16.1
COc1cc(CC(=O)OCC(=O)Nc2ccc(N3CCOCC3)cc2)cc(OC)c1OC | 0.99 | 1.1 | -5.5 | 3.3 | 6.0 | -5.5 | 0.0806 | 101.7 | 103.8 | -6.0
Cc1nc2ccc(S(=O)(=O)NCC(=O)NCCN3CCCCC3C)cc2s1 (configuration not stated) | 0.98 | 1 | 0.1 | -4.0 | -12.8 | -1.1 | -0.505 | 104.1 | 99.9 | 12.8
(more compounds)
SMILES | NF-kB expr up | FLuc stim CS | STAT1 inh | STAT3 inh | APP 5'UTR act | FLuc inhib CS | ROMK mod | STAT3 act | STAT1 act | APP 5UTR inh
O=C(NC1CCCc2ccccc21)c1cccc(S(=O)(=O)N2CCN(c3ccccc3)CC2)c1 (configuration not stated) | 0.84 | 1.1 | 9.7 | -1.4 | 3.2 | -5.7 | -0.648 | 101.4 | 91.0 | -3.2
CC(NC(=O)Nc1ccc([N+](=O)[O-])cc1)C(c1ccccc1)N1CCOCC1 (configuration not stated) | 1.08 | 1 | -0.4 | -1.6 | 19.9 | -4.4 | 0.498 | 102.4 | 99.0 | -19.9
N#Cc1ccccc1Cn1cc(/C=C/[N+](=O)[O-])c2ccccc21 | 3.15 | 1 | -2.9 | -4.2 | -19.7 | 0.4 | -2.28 | 101.3 | 105.0 | 19.7
CSc1ccccc1C(=O)N(C)Cc1ccccc1 | 1.28 | 1.1 | -5.2 | -13.0 | 9.2 | -6.1 | · | 110.1 | 105.0 | -9.2
Nc1nc(COc2ccccc2)cs1 | 1.39 | 1 | -2.0 | 2.9 | 17.0 | -3.0 | 0.278 | 101.4 | 101.8 | -17.0
CCn1cc(/C=N\NC(=O)c2ccccc2Cl)cn1 | 1.1 | 1 | -2.7 | 9.2 | -0.2 | -1.0 | 0.402 | 92.5 | 102.4 | 0.2
O=C(NCCN=C1NS(=O)(=O)c2ccccc21)c1ccco1 | 1.13 | 1.1 | -4.8 | -6.2 | · | -6.0 | 0.646 | 103.8 | 104.4 | ·
CSc1nc(-c2ccco2)nn1C(=O)c1ccc(C)cc1 | 0.98 | 1.1 | 1.8 | 1.3 | -22.6 | -6.5 | · | 99.1 | 99.2 | 22.6
CC(=O)Nc1cccc(OCC(=O)NS(=O)(=O)c2ccc(C)cc2)c1 | 1.29 | 1.1 | -7.2 | -3.4 | 0.4 | -6.8 | · | 104.4 | 106.7 | -0.4
COc1cc(C(=O)OCc2cc3ccccc3[nH]c2=O)cc(OC)c1OC | 1.1 | 1 | -0.4 | 4.0 | -3.3 | -3.1 | 1.91 | 99.8 | 100.4 | 3.3
Cc1ccc(Cn2c(=O)n(Cc3ccco3)c(=O)c3ccccc32)cc1 | 1.33 | 1 | -4.5 | -7.7 | -3.0 | -3.2 | -0.625 | 110.3 | 102.5 | 3.0
NC(=O)c1c(NC(=S)Nc2ccc(F)cc2)sc2c1CCCC2 | 1.52 | 1 | -16.9 | 17.9 | 13.9 | -4.9 | 0.308 | 86.6 | 113.7 | -13.9
Cc1ccc(NC(=O)CSc2nnc(Cc3ccccc3)o2)c(C)c1 | 1.03 | 1.1 | -0.8 | 9.1 | 20.2 | -6.9 | -0.949 | 102.5 | 100.1 | -20.2
Cc1cc(NC(=O)c2cc(-c3cccc(Cl)c3)on2)no1 | 1.21 | 1 | -1.9 | 12.2 | 1.6 | 0.3 | · | 92.7 | 101.7 | -1.6
CCCNS(=O)(=O)c1ccc(N2CCCC2=O)c([N+](=O)[O-])c1 | 1.02 | 1.1 | -0.2 | -9.8 | 14.1 | -8.4 | 0.0383 | 105.8 | 100.1 | -14.1
O=C(Nc1ccc2c(c1)OCO2)N1CCN(C(=O)C2CCCO2)CC1 (configuration not stated) | 1.01 | 1 | -5.3 | 4.5 | -1.8 | -2.8 | 0.918 | 98.5 | 104.9 | 1.8
COc1ccc(NC(=O)C(NC(=O)c2ccccc2)C(C)C)cc1 (configuration not stated) | 1.07 | 1 | 2.4 | -0.4 | -13.3 | 3.2 | 0.949 | 100.2 | 96.9 | 13.3
COc1cc(C(=O)Nc2sc3c(c2C#N)CCN(C(C)=O)C3)cc(OC)c1OC | 1.05 | 1.1 | 2.3 | 3.4 | -23.1 | -8.0 | · | 104.5 | 97.9 | 23.1
CC(C)COc1ccc(CNC(=S)NCc2ccccc2)cc1 | 0.77 | 1.1 | -2.6 | 17.7 | -11.7 | -8.8 | -0.109 | 91.3 | 102.3 | 11.7
CCOc1ccc(C2N(c3ccc(F)cc3)C(=O)C3CCCN32)cc1OC (configuration not stated) | 0.99 | 1.1 | 4.6 | 9.6 | 1.2 | -8.9 | · | 99.1 | 95.8 | -1.2
O=C(NC(=S)N(CC1CCC1)CC1CCCO1)c1cccc([N+](=O)[O-])c1 (configuration not stated) | 1.04 | 1.1 | 4.3 | 3.8 | 7.6 | -7.2 | · | 99.7 | 94.1 | -7.6

Some entries already given, limited to STAT3 act:
structure	STAT3 act
O=C(NCCN=C1NS(=O)(=O)c2ccccc21)c1ccco1	103.8
CC(C)COc1ccc(CNC(=S)NCc2ccccc2)cc1	91.3
CCn1cc(/C=N\NC(=O)c2ccccc2Cl)cn1	92.5
COc1ccc(NC(=O)C(NC(=O)c2ccccc2)C(C)C)cc1 (configuration not stated)	100.2
O=C(NC1CCCc2ccccc21)c1cccc(S(=O)(=O)N2CCN(c3ccccc3)CC2)c1 (configuration not stated)	101.4

Random draw from the library, and some 7.1% of all compounds hit somewhere here.
